Bioassay records as filed in PubChem.
HT1080NT lethal: kills 2HG-producing HT-1080-NT fibrosarcoma cells | HT-1080-NT fibrosarcoma viability, CellTiter-Glo ATP luminescence, 48 h | Potency, µM (series often up to 46.1 µM), for inactives: at the top dose activity, negative = less viability, actives largely listed as cytotoxic | 360,000 tested, 1.6% active | AID 686970;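 also: NT is the 2HG producing partner of a matched IDH1 knockdown line; potency is read from the fitted curve at half-maximal effect; 0% = DMSO-treated cells and -100% = media-only wells without cells; nearly all actives have a fitted effect of over 55% in size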
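Toxicity toward the 2HG-producing NT line was scored as %Activity, normalised to DMSO and no-cell wells, from CellTiter-Glo luminescence after 48 hours' treatment.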
ATXN viability: cell viability loss in ATXN counter-screen | AID 651635 | 400,000 tested, 0.49% active | S2 cells (HEK-293 line with an ATXN2-luciferase reporter) viability, CellTiter-Fluor protease fluorescence, 24 h | Potency, µM (series often up to 56.7 µM), actives largely listed as cytotoxic; also: potency is read from the fitted curve at half-maximal effect; nearly all actives have a fitted effect of over 40% in size
MCF10A rerep: induces DNA re-replication in MCF 10a normal breast cells. MCF 10A DNA re-replication, Hoechst nuclear intensity, 48 h. Potency, µM (doses to about 46.1 µM), without a hit: at the top dose activity, positive = re-replication, most hits filed as activators. 350,000 tested, 2.9% active; also: potency is read from the fitted curve at half-maximal effect; % of control where 0% means no effect; nearly all actives have a fitted effect of over 50% in size
KB-3-1 cytotox: kills parental KB-3-1 adenocarcinoma cells; 400,000 tested, 1.4% active; KB-3-1 viability, CellTiter-Glo ATP luminescence, 72 h; Potency, µM (highest dose often 46.1 µM), inactives show top-dose activity change, negative = cytotoxic, most hits filed as cytotoxic; also: potency is read from the fitted curve at half-maximal effect; % is scaled to controls: 0 for no effect and ±100 for the full control effect; nearly all actives have a fitted effect of over 60% in size
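Cytotoxicity measured as CellTiter-Glo luminescence after 72 h at 37 C. Compound titrations were pinned onto drug-naive KB-3-1 parental adenocarcinoma cells grown in DMEM with 10% FBS, and normalized data fitted to concentration-response curves.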
HT1080 IDH1KD tx: kills HT-1080 cells with IDH1 knockdown | HT-1080 IDH1 knockdown viability, ATP luminescence, 48 h | Potency, µM (doses to about 46.1 µM), inactives show at the top dose activity, negative = toxicity, actives largely listed as cytotoxic | 360,000 tested, 2% active | AID 686971;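 also: potency is read from the fitted curve at half-maximal effect; 0% = DMSO wells and -100% = cell-free medium wells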
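Using the IDH1-knockdown HT-1080 line run in the same batch and compound series as the NT line, viability after 48 h at 37 °C was determined by CellTiter-Glo luminescence and expressed as % activity.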
SW480 rereplic: induces DNA re-replication in SW480 colon adenocarcinoma cells; SW480 DNA re-replication, Hoechst DNA content imaging, 48 h; AID 624297; Potency, µM (titrated, usually from 46.1 µM), inactives show at the top dose re-replication activation, usual class: activators; 340,000 tested, 1.8% active; also: potency is read from the fitted curve at half-maximal effect; % of control where 0% means no effect; nearly all actives have a fitted effect of over 55% in size
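Image-based read-out: total Hoechst fluorescence of nuclei (405 nm excitation, 500-530 nm emission), with hits raising the fraction of high-intensity nuclei. SW480 colon cells incubated 48 hr with compounds at 37 C.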
ATXN2 expr inh: reduces ATXN2 reporter expression in HEK-293 cells | HEK-293 ATXN2-luciferase reporter, luminescence, 24 h | Potency, µM (top dose mostly 57 µM), without a hit: at the highest dose activity change, negative = inhibition, hits mostly inhibitors | 360,000 tested, 0.72% active; also: potency is read from the fitted curve at half-maximal effect; % is scaled to controls: 0 for no effect and ±100 for the full control effect; nearly all actives have a fitted effect of over 55% in size
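ATXN2-luciferase reporter cells (luciferase flanked by upstream and downstream ATXN2 gene portions) were treated 24 h at 37 °C with compounds at up to 57 uM. SteadyGlo luminescence gave expression; GF-AFC fluorescence gave viability.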
IL-1B inflam inh: blocks inflammasome-driven IL-1 beta release; THP-1 LPS/ATP IL-1B secretion, AlphaLISA, 16 h; stronger effect = lower value; activity change, % at 57.5 µM; 360,000 tested, 4.7% active; in the data active = activity change below about -50%; inconclusive = mostly about -30% to -49%; also: % is scaled to controls: 0 for no effect and ±100 for the full control effect
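THP-1 cells pretreated 1 hr with compounds (up to 57.5 uM final), then stimulated with LPS (250 ng/mL final) plus ATP (1.25 mM final); secreted IL-1B measured by AlphaLISA after 16 hr, decreased signal indicating inhibition.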
HepG2 viability: counter-screen for TGF-b inhibitors: cytotoxicity in HepG2 cells; 410,000 tested, 0.76% active; HepG2 CAGA-GFP viability, ATP luminescence, 18 h; Potency, µM (highest dose often 46.1 µM), without a hit: at the highest dose activity change, negative = cytotoxicity, most hits filed as cytotoxic; also: potency is read from the fitted curve at half-maximal effect; some results filed as inactive show a strong effect at the top dose
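HepG2 CAGA-GFP cells (1000/well, DMEM with 1% FBS) received compound, then TGF-beta at 500 pg/mL final, and were incubated 18 hours at 37 degrees C. Viability was read by CellTiter-Glo luminescence. Media-only wells were set as complete cell-killing and DMSO as no toxicity.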
* marks the source's active call; other numbers are inactive results; & = joins results of further samples; [ ] = another dose, or the depositor's remark. Unless noted, calls follow the shape of the dose curve; as a rule, active = well fitted curve in the direction sought with a large enough effect; inconclusive = small, poorly fitted or top-dose-only effect, or another doubt; inactive = no such curve, though single readings can be large; an effect the other way counts as inactive or inconclusive.

For COc1ccc(C)cc1NS(=O)(=O)c1ccc(Br)s1 the results were HT1080NT lethal -29%, ATXN viability inactive, MCF10A rerep 8%, KB-3-1 cytotox 7%, HT1080 IDH1KD tx 0%, SW480 rereplic -7%, ATXN2 expr inh -6%, IL-1B inflam inh 33 and HepG2 viability -2%.
COc1ccc(Cl)cc1NC(=S)NNC(=O)c1cccnc1 was read as HT1080NT lethal 18%, ATXN viability inactive, MCF10A rerep -1%, KB-3-1 cytotox 0%, HT1080 IDH1KD tx 15%, SW480 rereplic -6%, ATXN2 expr inh -13%, IL-1B inflam inh 0 and HepG2 viability 6%.
O=C(O)c1cccc(NC(=O)c2ccc(COc3ccc(Cl)cc3)cc2)c1 was read as HT1080NT lethal 1%, ATXN viability inactive, MCF10A rerep 1%, KB-3-1 cytotox 14%, HT1080 IDH1KD tx -12%, SW480 rereplic -2%, ATXN2 expr inh 40%[activator], IL-1B inflam inh -2 and HepG2 viability 4%.
Nc1cccc2c1C(=O)N(C(=O)/C=C/c1ccc(F)cc1)C2=O was read as HT1080NT lethal inconclusive, MCF10A rerep inconclusive, KB-3-1 cytotox -63%, HT1080 IDH1KD tx 18µM*, SW480 rereplic inconclusive, ATXN2 expr inh inconclusive, IL-1B inflam inh -78* and HepG2 viability 0%.
Cc1ccc(C(=O)NCC(=O)OCC(=O)c2ccc3c(c2)NC(=O)CO3)cc1C was read as HT1080NT lethal 9%, ATXN viability inactive, MCF10A rerep -38%[inhibitor], KB-3-1 cytotox 11%, HT1080 IDH1KD tx 15%, SW480 rereplic -60%[inhibitor], ATXN2 expr inh -19%, IL-1B inflam inh -1 and HepG2 viability 3%.
Screening CC(OC(=O)c1ccc(-n2cnnn2)cc1)C(=O)Nc1ccc(F)c(F)c1F (stereo unspecified) returned HT1080NT lethal -5%, ATXN viability inactive, MCF10A rerep 7%, KB-3-1 cytotox 8%, HT1080 IDH1KD tx 4%, SW480 rereplic 0%, IL-1B inflam inh -9 and HepG2 viability 17%.
Screening Cc1ccc(C(=O)Nn2cnnc2)cc1S(=O)(=O)N1CCOCC1 returned HT1080NT lethal -6%, ATXN viability inactive, MCF10A rerep 5%, KB-3-1 cytotox -9%, HT1080 IDH1KD tx -1%, SW480 rereplic 12%, ATXN2 expr inh -58%, IL-1B inflam inh -8 and HepG2 viability -12%.
Screening CC1(C)CC(=O)C2=C(C1)NC(Nc1nc3ccccc3o1)=NC2c1ccccn1 (stereo unspecified) returned HT1080NT lethal -25%, ATXN viability inactive, MCF10A rerep -3%, KB-3-1 cytotox 4%, HT1080 IDH1KD tx -13%, SW480 rereplic inconclusive, IL-1B inflam inh 0 and HepG2 viability -20%.
Screening O=C1CC2(CCN(C(=O)c3ccc([N+](=O)[O-])cc3)CC2)Oc2ccccc21 returned HT1080NT lethal -10%, ATXN viability inactive, MCF10A rerep inconclusive, KB-3-1 cytotox -28%, HT1080 IDH1KD tx -5%, SW480 rereplic -63%[inhibitor], ATXN2 expr inh -20%, IL-1B inflam inh -1 and HepG2 viability -5%.
`O=C(CNS(=O)(=O)c1cccc(Br)c1)NCCCc1ccccc1` gave HT1080NT lethal 22%, ATXN viability inactive, MCF10A rerep 2%, KB-3-1 cytotox 10%, HT1080 IDH1KD tx 11%, SW480 rereplic inconclusive, ATXN2 expr inh 5%, IL-1B inflam inh -7 and HepG2 viability -16%.
Screening Cc1ccc(S(=O)(=O)N(C)c2ccc(OCC(=O)Nc3nc4c(ccc5ccccc54)s3)cc2)cc1 returned HT1080NT lethal 14%, ATXN viability inactive, MCF10A rerep 1%, KB-3-1 cytotox -10%, HT1080 IDH1KD tx 15%, SW480 rereplic -47%[inhibitor], ATXN2 expr inh 8%, IL-1B inflam inh -12 and HepG2 viability -10%.
For CC(=O)C1=C(O)C(=O)N(C)C1c1ccccc1[N+](=O)[O-] (stereo unspecified) the results were HT1080NT lethal -2%, ATXN viability inactive, MCF10A rerep 9%, KB-3-1 cytotox -3%, HT1080 IDH1KD tx -6%, SW480 rereplic 0%, ATXN2 expr inh 15%, IL-1B inflam inh 26 and HepG2 viability -3%.
`NC1=NC[C@H](Cc2ccc(O)cc2)N1CCCCC1CCCCC1` gave HT1080NT lethal -24%, ATXN viability inconclusive, MCF10A rerep inconclusive, KB-3-1 cytotox inconclusive, HT1080 IDH1KD tx -28%, SW480 rereplic -29%[9.22 µM], ATXN2 expr inh inconclusive, IL-1B inflam inh -58* and HepG2 viability -22%.
For Cc1ccc(NC(=O)c2ccc(-c3cccc(Cl)c3C)o2)cc1 the results were ATXN viability inactive, KB-3-1 cytotox inconclusive, ATXN2 expr inh 15% and HepG2 viability -38%.
CC(=O)NC(Cc1cccc(C)c1)C(=O)NC1CCN(c2ncccc2[N+](=O)[O-])CC1 (stereo unspecified) was read as HT1080NT lethal 4%, ATXN viability inactive, MCF10A rerep -4%, KB-3-1 cytotox 7%, HT1080 IDH1KD tx 0%, SW480 rereplic -3%, ATXN2 expr inh -2%, IL-1B inflam inh 3 and HepG2 viability 9%.

Filtered by structure: those above containing fluorine
Nc1cccc2c1C(=O)N(C(=O)/C=C/c1ccc(F)cc1)C2=O was read as HT1080NT lethal inconclusive, MCF10A rerep inconclusive, KB-3-1 cytotox -63%, HT1080 IDH1KD tx 18µM*, SW480 rereplic inconclusive, ATXN2 expr inh inconclusive, IL-1B inflam inh -78* and HepG2 viability 0%.
Screening CC(OC(=O)c1ccc(-n2cnnn2)cc1)C(=O)Nc1ccc(F)c(F)c1F (stereo unspecified) returned HT1080NT lethal -5%, ATXN viability inactive, MCF10A rerep 7%, KB-3-1 cytotox 8%, HT1080 IDH1KD tx 4%, SW480 rereplic 0%, IL-1B inflam inh -9 and HepG2 viability 17%.

The results go on:
Screening CCOc1ccc2nc(NC(=O)COc3ccc(N(C)S(=O)(=O)c4ccc(C)cc4)cc3)sc2c1 returned HT1080NT lethal 21%, ATXN viability inactive, MCF10A rerep 10%, KB-3-1 cytotox -2%, HT1080 IDH1KD tx -14%, SW480 rereplic -5%, ATXN2 expr inh 1%, IL-1B inflam inh 30 and HepG2 viability 6%.
For C[C@H](N)c1nnc(SCc2ccc(Cl)cc2Cl)o1 the results were HT1080NT lethal -6%, ATXN viability inactive, MCF10A rerep inconclusive, KB-3-1 cytotox 3%, HT1080 IDH1KD tx 0%, SW480 rereplic -7%, ATXN2 expr inh -5%, IL-1B inflam inh -7 and HepG2 viability -8%.
N#CCC(=O)Nc1ccc(C(=O)OCC(=O)c2c[nH]c3ccccc23)cc1 was read as HT1080NT lethal -3%, ATXN viability inactive, MCF10A rerep 4%, KB-3-1 cytotox 0%, HT1080 IDH1KD tx -14%, SW480 rereplic -11%, ATXN2 expr inh 3%, IL-1B inflam inh 4 and HepG2 viability -19%.
For CC(=O)N1C(=O)C2(C(C#N)=C(N)Oc3c2c(C)nn3-c2ccccc2)c2ccccc21 (stereo unspecified) the results were HT1080NT lethal -7%, ATXN viability inactive, MCF10A rerep -9%, KB-3-1 cytotox 3%, HT1080 IDH1KD tx -3%, SW480 rereplic -1%, ATXN2 expr inh -18%, IL-1B inflam inh 31 and HepG2 viability -23%.
`CCN(CC)CCNC(=O)c1cc(Br)c(N)cc1OC` gave HT1080NT lethal -1%, ATXN viability inactive, MCF10A rerep -1%&2%, KB-3-1 cytotox 0%, HT1080 IDH1KD tx -16%, SW480 rereplic -9%&-3%, ATXN2 expr inh 5%&-5%, IL-1B inflam inh 7 and HepG2 viability -32%.
`COc1cccc(/C=N/Nc2ncnc3scc(-c4ccccc4)c23)c1O` gave HT1080NT lethal inconclusive, ATXN viability inactive, MCF10A rerep 13µM*, KB-3-1 cytotox inconclusive, HT1080 IDH1KD tx inconclusive, SW480 rereplic inconclusive, ATXN2 expr inh 1.1µM*, IL-1B inflam inh 46 and HepG2 viability -3%.
For CC(C)=CCC(C)(C)C1OCCN1C(=O)c1ccccc1 (stereo unspecified) the results were HT1080NT lethal 5%, ATXN viability inactive, MCF10A rerep 3%, KB-3-1 cytotox -5%, HT1080 IDH1KD tx -14%, SW480 rereplic -3%, ATXN2 expr inh -12%, IL-1B inflam inh 10 and HepG2 viability -15%.
Screening CCOC(=O)C1CCCN(C(=O)c2c(C)nn(-c3ccc(F)cc3)c2-n2cccc2)C1 (stereo unspecified) returned ATXN viability inactive, KB-3-1 cytotox -4%, ATXN2 expr inh 2% and HepG2 viability 7%.
`Cc1cc(C)c2nc(N3CCC(C(=O)NCCCN4CC(C)CC(C)C4)CC3)sc2c1` (stereo unspecified) gave ATXN viability inactive, MCF10A rerep inconclusive, KB-3-1 cytotox -10%, SW480 rereplic -3%, ATXN2 expr inh -30%[11.3 µM], IL-1B inflam inh -17 and HepG2 viability 10%.
For COC(=O)CNC(=O)c1c(-c2c(Cl)cccc2Cl)noc1C the results were HT1080NT lethal 13%, ATXN viability inactive, MCF10A rerep 0%, KB-3-1 cytotox 9%, HT1080 IDH1KD tx -1%, SW480 rereplic -1%, ATXN2 expr inh 2%, IL-1B inflam inh 10 and HepG2 viability -16%.
`CCn1c(COc2ccccc2)nnc1SCC(=O)NC1CCCCC1` gave HT1080NT lethal 13%, ATXN viability inactive, MCF10A rerep -2%, KB-3-1 cytotox 12%, HT1080 IDH1KD tx 7%, SW480 rereplic -4%, ATXN2 expr inh -8%, IL-1B inflam inh 10 and HepG2 viability 0%.
O=C(CC1CCCCC1)NCc1cn2ccsc2n1 was read as HT1080NT lethal 7%, ATXN viability inactive, MCF10A rerep -2%, KB-3-1 cytotox -1%, HT1080 IDH1KD tx 5%, SW480 rereplic 0%, ATXN2 expr inh -6%, IL-1B inflam inh 25 and HepG2 viability -4%.
